Assay outcomes deposited in PubChem by several laboratories.
Rev-erbA mod = modulators of Rev-erb alpha DNA binding, primary screen, biochemical, FITC-DNA, fluorescence polarization, uHTS; 370,000 tested, 0.79% active; Rev-erbα–FITC-DNA binding, 90 min; Nuclear receptor subfamily 1 group D member 1 (Homo sapiens), P20393; activity, % at 10 µM;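 active = activity above about 14%, limit read from the data; passing the limit was not always enough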;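 note: 0% = DMSO wells with 35 nM protein and 100% = DMSO wells with 750 nM protein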
hgDAF12 agonist = H. glycines DAF-12 receptor agonists, primary screen, cell-based, luminescence, HEK293, GAL4 fusion, UAS-luciferase; 370,000 tested, 1.8% active; HEK293 GAL4-hgDAF12 UAS-luciferase reporter, agonist luminescence; normalized to butyrate control; activation, % at 6.8 µM; AID 687014, 2013; Nuclear hormone receptor DAF-12 (Heterodera glycines), GAL4 fusion;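 active = activation above a cutoff set at the mean of all screened compounds plus 3 SD, cut at about 10% in these data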;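 note: 0% = DMSO wells and 100% = sodium butyrate wells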
PLCg1 inh = PLC-gamma1 enzyme inhibitors, primary screen, biochemical, fluorescence, purified enzyme; 1-phosphatidylinositol 4,5-bisphosphate phosphodiesterase gamma-1 (Homo sapiens), P19174; fluorogenic substrate; inhibition, % at 12.2 µM; 370,000 tested, 0.84% active; in the data active = inhibition above about 9.5%
hcDAF12 agonist = H. contortus DAF-12 nuclear receptor activators, primary screen, cell-based, luminescence, HEK293, lit1-tk-luc reporter. activation, % at 6.8 µM. AID 652067, 2013. HEK293 hcDAF-12 lit1-tk-luc reporter; 0% DMSO, 100% Δ7-dafachronic acid. 370,000 tested, 1.4% active;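 active = activation above the mean of all tested compounds plus 3 SD, cut at about 5.5% in these data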;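 note: 100% = response to 3 µM Δ7-dafachronic acid high control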
DAX1 inh-1 = DAX1 (NR0B1) inhibitors on StAR promoter, primary screen, cell-based, luminescence, SF-1 (NR5A1), full-length DAX-1. AID 652010, 2013. HEK293T StAR-luciferase reporter, SF-1/DAX-1 repression relief. 370,000 tested, 1.1% active. inhibition, % at 6.8 µM;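 active = inhibition above the mean over all tested compounds plus 3 SD, cut at about 3.6% in these data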;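 note: 0% = DAX-1 cells with DMSO and 100% = cells lacking DAX-1 with DMSO; higher inhibition means more luminescence from relief of DAX-1 repression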
MBD2 inh = inhibitors of MBD2 binding to methylated DNA, primary screen, biochemical, TR-FRET, DNA-binding domain, human. MBD2 binding to methylated oligonucleotide. inhibition, % at 4.4 µM. 370,000 tested, 0.31% active; in the data active = inhibition above about 13%
PLC-beta3 inh = human PLC-beta3 inhibitors, primary screen, biochemical, fluorescence; 370,000 tested, 0.18% active; inhibition, % at 12.2 µM; AID 720704, 2013; 1-phosphatidylinositol 4,5-bisphosphate phosphodiesterase beta-3 (Homo sapiens), Q01970; Purified PLC-beta3, fluorogenic substrate; in the data active = inhibition above about 11%;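 note: 0% = median of compound wells on plate and 100% = full blocker control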
ADAM17 inh = ADAM17 inhibitors, primary screen, biochemical, QFRET; Disintegrin and metalloproteinase domain-containing protein 17 (Homo sapiens), P78536; recombinant ADAM17, EDANS/DABCYL FRET peptide cleavage; inhibition, % at 6.95 µM; 370,000 tested, 0.83% active;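 active = inhibition above the mean of compounds lying between control limits plus 3 SD, set per campaign, cut at about 8.5% in these data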;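 note: 0% = DMSO-only wells as the low control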
Target sequence (P78536 215-824 limits assumed): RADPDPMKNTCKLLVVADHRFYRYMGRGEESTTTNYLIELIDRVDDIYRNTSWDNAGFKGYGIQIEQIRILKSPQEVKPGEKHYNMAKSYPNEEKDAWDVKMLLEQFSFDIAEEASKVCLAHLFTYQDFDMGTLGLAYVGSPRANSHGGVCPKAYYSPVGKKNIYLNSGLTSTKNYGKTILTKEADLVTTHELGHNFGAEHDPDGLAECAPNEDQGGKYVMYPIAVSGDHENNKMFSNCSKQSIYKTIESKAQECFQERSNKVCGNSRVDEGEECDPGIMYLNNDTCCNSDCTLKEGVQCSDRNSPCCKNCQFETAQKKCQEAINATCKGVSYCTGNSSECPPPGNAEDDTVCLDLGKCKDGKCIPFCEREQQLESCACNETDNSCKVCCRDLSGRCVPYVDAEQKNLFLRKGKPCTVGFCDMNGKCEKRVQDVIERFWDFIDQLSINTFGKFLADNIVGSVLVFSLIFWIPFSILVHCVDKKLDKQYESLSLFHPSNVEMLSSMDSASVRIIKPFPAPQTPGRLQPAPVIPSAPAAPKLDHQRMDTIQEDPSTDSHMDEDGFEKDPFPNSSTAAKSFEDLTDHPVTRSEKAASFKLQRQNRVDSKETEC
ssDAF-12 act = S. stercoralis DAF-12 nuclear receptor activators, primary screen, cell-based, luminescence, HEK293, GRIP1 co-expression, lit1-tk-luc; AID 652126, 2013; 370,000 tested, 1% active; activation, % at 6.8 µM; HEK293 ssDAF-12/GRIP1 lit1-tk-luc reporter; % of 3 µM dafachronic acid response;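 active = activation above the mean over all tested compounds plus 3 SD, cut at about 0.9% in these data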;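 note: 0% = DMSO-only wells and 100% = 3 µM delta7-dafachronic acid wells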
SMARCA2 activ = SMARCA2 (BRM) function activators, primary screen, cell-based, luminescence, high throughput; MG213 cells, MMTV-luciferase reporter, dexamethasone, overnight; activation, % at 9.1 µM; 370,000 tested, 1% active; in the data active = activation above about 7.8%;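 note: 0% = vehicle wells and 100% = reference activator wells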
DAX1 inh-2 = DAX1 (NR0B1) inhibitors, primary screen, cell-based, HEK293, Gal4-DAX1, luciferase luminescence. HEK293 Gal4-DAX1 luciferase reporter. AID 504766, 2011. 340,000 tested, 0.99% active. inhibition, % at 6.75 µM. Nuclear receptor subfamily 0 group B member 1 (Homo sapiens), P51843;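 active = inhibition above the mean over all tested compounds plus 3 SD, cut at about 4.2% in these data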;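 note: 0% = DAX1-transfected cells with DMSO and 100% = empty-vector control cells with DMSO; inhibition shows as a rise in luminescence from relieved DAX1 repression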
Target sequence (P51843 207-470 limits assumed): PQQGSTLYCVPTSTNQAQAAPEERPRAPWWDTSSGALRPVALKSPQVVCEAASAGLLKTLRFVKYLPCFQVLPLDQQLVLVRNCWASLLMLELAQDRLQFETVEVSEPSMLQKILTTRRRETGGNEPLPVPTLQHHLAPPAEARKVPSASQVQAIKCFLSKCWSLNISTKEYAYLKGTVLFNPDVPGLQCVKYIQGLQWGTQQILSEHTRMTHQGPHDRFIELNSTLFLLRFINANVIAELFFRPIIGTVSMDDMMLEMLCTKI
* hit, by the source's call; i = inactive; . = not tested or not shown.

SMILES	Rev-erbA mod	hgDAF12 agonist	PLCg1 inh	hcDAF12 agonist	DAX1 inh-1	MBD2 inh	PLC-beta3 inh	ADAM17 inh	ssDAF-12 act	SMARCA2 activ	DAX1 inh-2
O=S1(=O)CC(N2CC=CC2)CN1Cc1ccccc1 (stereo not drawn)	3	2.8	-1	-1.0	0.1	-5	0	-5	-0.8	-2	.
COc1ccccc1CNC(=O)c1ccccc1N(C)S(C)(=O)=O	3	-1.5	3	-0.8	0.6	0	6	1	-0.9	-4	0.9
CCOC(=O)CC1C(=O)NCCN1Cc1ccc(OC)c(OC)c1 (stereo not drawn)	-2	-3.5	-1	-1.1	0.9	2	-6	-7	-2.1	1	0.1
FC(F)(F)c1ccccc1-n1c(-c2ccco2)n[nH]c1=S	-2	-8.8	-1	-3.8	-1.5	2	-7	-3	-1.4	-6	0.1
COc1ccc(/C=C2\SC(=S)N(CC(=O)NC3C=CS(=O)(=O)C3)C2=O)cc1 (stereo not drawn)	-5	-1.9	-2	0.0	0.2	0	-5	1	-1.0	-3	-0.6
O=c1[nH]c2ccccc2n2c(C(F)(F)F)nnc12	1	1.4	-21	-0.1	-0.2	-2	-41	-12	-1.3	-1	-0.9
COc1cccc(OCCc2c(C)n[nH]c2C)c1	6	1.0	-1	-1.4	0.0	3	-1	-2	-1.6	0	0.5
CC(=O)N1CCN(c2ccc(NC(=O)c3ccc([N+](=O)[O-])cc3Cl)cc2)CC1	-2	-1.6	1	-1.5	-0.5	-2	-6	-1	-1.5	-2	-0.4
C=CCSc1nnc(-c2cc3c(s2)-c2ccccc2CC3)o1	-3	2.3	-481	5.5	0.8	-5	i	-339	0.8	5	-1.0
Cc1cc(C)c(-c2c(O)c3ccccc3n(C)c2=O)c(C)c1	6	1.1	-13	1.8	-0.5	8	-25	-49	-1.0	-6	.
COc1ccc(-c2ccc(CCC(=O)O)n2CC(C)C)cc1	2	5.5	-300	-1.7	0.2	-3	-435	i	-0.5	-2	-0.1
O=[N+]([O-])c1ccc(-n2nncc2-c2ccc(Cl)cc2)cc1	-3	-1.2	5	-0.9	-0.4	-3	3	1	-1.6	-2	-1.1
COCCNC(=O)C1(C)CCN(C(=O)c2cc(-c3ccccc3)cs2)C1 (stereo not drawn)	-1	4.2	-2	-1.2	0.3	1	3	-1	-0.7	-4	.
Cc1ccc(Nc2oc(C)nc2C#N)cc1	2	5.3	-1	1.1	1.4	6	-2	-2	-0.4	2	0.5
O=C(c1ccc2nc(Cc3cccc(Cl)c3)oc2c1)N1CCC[C@H]1CO	-4	-0.5	-1	-3.2	-2.7	0	2	-2	-1.4	-1	0.4
O=C(CCS(=O)(=O)c1ccccc1)Nc1cccc2c1C(=O)NC2=O	-2	-0.8	-7	-1.4	0.6	2	-13	-20	-1.9	0	-0.7
O=C(COC(=O)Cc1ccc(-c2ccccc2)cc1)NCc1ccccc1	-1	6.1	0	0.9	0.3	4	-2	2	-1.8	0	2.3
C=CCn1c(C)cc(C(=O)CN2C(=O)NC3(CCCc4ccccc43)C2=O)c1C (stereo not drawn)	-2	-0.3	3	0.5	-0.4	-2	0	1	-0.4	-1	1.0
COc1cc2c(cc1OC)[C@@H](NC(=O)c1ccc(C(F)(F)F)cc1)[C@H](OCc1ccccc1)C2	-3	-1.9	2	-0.5	-0.3	0	4	2	-0.6	-1	0.6
Cc1ccc(NC(=O)C2(S(=O)(=O)c3ccc(Cl)cc3)CC2)c(Br)c1	1	-1.5	-2	-1.2	-0.2	3	-8	-1	-1.6	-4	0.9
CCN(CC)S(=O)(=O)c1ccc(-n2c(=O)c(C(C)C)c(C)n2C)cc1	-1	-1.2	0	-1.7	-1.0	5	1	-5	-1.9	0	-1.7
Cc1ccc(C(=O)c2c3ccccc3[n+]([O-])n2CCC(=O)O)cc1	2	3.5	-7	2.7	0.9	-3	-14	1	0.5	4	2.7
Cc1ccccc1NC(=O)Cc1nc(COC(=O)c2ccc(O)cc2O)cs1	0	0.1	-1	-0.8	-0.8	1	-7	1	-1.0	0	0.9
O=C(NNc1nc2ccccc2s1)Nc1ccccc1	2	5.2	-1	7.2*	1.0	-4	-2	0	0.2	4	0.9
O=c1nc(C(F)(F)F)nc2ccccn12	-3	2.8	3	0.6	0.7	-3	0	-3	-0.1	-1	-0.6
CCCC1CCC2(CC1)CCC2OC(=O)Nc1ccc2c(c1)OCO2 (stereo not drawn)	1	4.1	-3	-1.7	.	0	1	1	-1.9	.	.
COc1cccc(CNC(=O)c2ccccc2NC(=O)C2=C(C)OCCS2)c1OC	-3	-2.2	-1	-1.9	-0.9	-1	-5	-1	-1.5	-1	-1.3
CCOC(=O)Cc1ncccc1C(=O)Nc1ccc(OC)cc1	3	0.9	-8	-1.1	-0.1	-10	-3	2	-0.9	0	-0.3
Cc1ccc(C(=O)N2N=C(c3ccccc3O)CC2c2ccccc2)cc1 (stereo not drawn)	38*	-2.8	1	1.8	0.1	-3	0	-1	-1.2	-2	0.7
CC(C)=NNc1cc([N+](=O)[O-])cc2c1C(=O)N(C)S2=O (stereo not drawn)	2	0.9	1	0.2	-0.8	-3	0	-2	-0.7	0	-0.9
COc1cc(NC(=O)c2cccc(C)c2)c(OC)cc1NC(=O)CN1CCCCC1	-1	-3.9	-9	-1.3	-1.2	3	-13	1	-1.0	-2	-1.4
COc1ccc(C2=NOC3(CC(=O)N(c4ccc(F)cc4)C3=O)C2)c(OC)c1 (stereo not drawn)	-7	-0.3	-4	1.8	-0.5	2	-8	0	-0.5	-5	-0.1
CC(=O)Nc1sc2c(c1CN1CCN(c3ccccn3)CC1)CCCC2	-3	-2.4	5	-1.4	-1.0	0	3	2	-0.5	0	0.5
CCN(C(=O)COC(=O)c1cccc(-n2cnnn2)c1)C1CCCCC1	5	-3.4	0	-1.0	0.1	-1	-4	-2	-2.0	1	-0.1
O=C(c1ccccc1)c1ccc2ccccc2c1	0	3.1	-5	0.2	-1.4	-2	-3	-2	-1.3	4	5.3*
Cc1nn(Cc2ccc(C(=O)NC3CCCCC3)o2)c(C)c1Br	-2	-3.9	1	-1.7	-1.0	-5	2	-1	-1.9	-3	-0.9
CCN1C(=O)[C@H]2[C@@H](c3ccc(C(F)(F)F)cc3)N[C@]3(CCCN(Cc4ccc(Cl)cc4)C3=O)[C@H]2C1=O	-3	1.3	1	-2.0	-2.4	0	-5	-1	-1.5	-2	-0.8
CN(c1ccccc1)S(=O)(=O)c1cc(C(=O)N2CCN(c3ccccn3)CC2)ccc1Cl	8	-3.2	0	-3.1	-1.2	-5	2	3	-2.0	-2	-3.7
CCOC(=O)C1=C(CP(=O)(c2ccccc2)c2ccccc2)NC(=O)NC1c1ccc(Cl)cc1 (stereo not drawn)	1	-3.5	4	0.4	-0.4	3	2	-2	-0.2	4	-0.7
O=C(COc1ncnc2cc([N+](=O)[O-])ccc12)NCc1ccc2c(c1)OCO2	-6	0.4	-10	0.8	-0.4	1	-15	-4	-0.8	0	0.6
Cc1cccc(N2CCN(C(=O)c3cccs3)CC2)c1C	6	0.7	1	-3.2	-0.1	0	-5	2	-1.3	0	-0.3
COc1ccc(NC(=O)Cn2nnc(-c3ccccc3F)n2)cc1	0	0.9	0	-2.1	-0.6	4	-4	-3	-1.1	1	-0.3
COC(=O)C1=C(C(=O)c2ccc(C)cc2)C(c2ccc(O)c(OC)c2)n2nnnc2N1 (stereo not drawn)	2	-1.7	-6	0.1	-0.4	2	-11	2	-1.2	-2	0.5
O=C(c1ccccn1)N1N=C2/C(=C/c3ccc(F)cc3)CCCC2C1c1ccc(F)cc1 (stereo not drawn)	2	0.5	1	3.2	-0.4	-5	5	-1	-0.4	-2	-0.7
C/C(=N\NC(=O)c1cc(-c2ccc(C)s2)[nH]n1)c1ccncc1	-3	4.7	-2	-0.8	0.1	4	0	0	-0.8	0	0.1
CC(C)C1Oc2ccccc2N(CC(=O)N2CCOCC2)C1=O (stereo not drawn)	-1	-2.5	4	0.4	0.0	5	-11	-5	-1.8	-3	2.6
CCCCn1nc2cc(C(=O)NCC34CC5CC(CC(C5)C3)C4)ccc2c1OC	1	-0.8	-196	2.2	-0.7	-4	-304	-84	-1.6	-1	1.6
Cc1ccc(S(=O)(=O)N(C)C)cc1NC(=O)COC(=O)c1c(-c2ccccc2)noc1C	-4	-2.5	1	-0.6	-3.1	2	-4	-1	-1.7	-2	-2.1
CCC(=O)c1c[nH]c(C(=O)NCc2cccnc2)c1	-1	-0.3	0	0.5	0.2	0	0	-4	-1.5	1	1.5
O=C(O)CC1Sc2ccccc2NC1=O (stereo not drawn)	2	0.3	3	2.2	0.8	-2	6	0	-0.1	2	0.7
CC(=O)Nc1ccc(S(=O)(=O)NC(CC(=O)O)c2ccc(C)cc2)cc1 (stereo not drawn)	-1	-1.6	0	-0.6	0.1	-2	-7	-3	-2.0	-2	2.0
CCOC(=O)Cc1csc(NC(=O)c2cc3ccccc3o2)n1	-4	3.8	-13	0.9	1.2	-3	-23	0	-1.6	3	-0.6
COC(=O)C(C)n1cnc2c(nnn2-c2cccc(Cl)c2)c1=O (stereo not drawn)	-1	3.3	1	-1.0	-0.2	4	0	0	-1.0	-3	1.2
CC(C)(CO)CNC(=O)CCc1nnc(CCCc2ccccc2)o1	-4	1.5	-1	1.6	-0.1	-4	0	1	-0.7	2	-1.2

4 of the compounds above, with two lines to a compound.
Values run as follows: Rev-erbA mod	hgDAF12 agonist	PLCg1 inh	hcDAF12 agonist	DAX1 inh-1	MBD2 inh	PLC-beta3 inh	ADAM17 inh	ssDAF-12 act	SMARCA2 activ	DAX1 inh-2
- CCC(=O)c1c[nH]c(C(=O)NCc2cccnc2)c1
→ -1	-0.3	0	0.5	0.2	0	0	-4	-1.5	1	1.5
- C/C(=N\NC(=O)c1cc(-c2ccc(C)s2)[nH]n1)c1ccncc1
→ -3	4.7	-2	-0.8	0.1	4	0	0	-0.8	0	0.1
- CC(=O)Nc1ccc(S(=O)(=O)NC(CC(=O)O)c2ccc(C)cc2)cc1 (stereo not drawn)
→ -1	-1.6	0	-0.6	0.1	-2	-7	-3	-2.0	-2	2.0
- CCCCn1nc2cc(C(=O)NCC34CC5CC(CC(C5)C3)C4)ccc2c1OC
→ 1	-0.8	-196	2.2	-0.7	-4	-304	-84	-1.6	-1	1.6
